# From PubChem BioAssay
# mHtt clearance – compounds clearing mutant huntingtin protein; HeLa Exon1htt(103Q)mCFP, aggregate imaging; zero = plate's median compound well; inhibition, % at 1.5 µM; hit rate 0.42% among 47,000;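 active = inhibition of aggregate fluorescence above about 70%, also judged a hit by eye on the cell image, limit read from the data, passing the limit was not always enough; inconclusive = no rule stated for this call; inactive = not judged a hit on image review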;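 also: cells exposed to compound for three days before fixation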
# mHtt clearance grain fraction – second read-out of mHtt clearance, no call of its own (marks repeat the call); fraction fluorescence in grains; measured here: aggregate grain fluorescence fraction; active compounds read low;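 scaled fraction of total cell fluorescence in grains with unit not stated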
# Starred values were filed as active, the others as inactive; u = inconclusive; x = not tested or not shown. Only part of the results is shown, so the mix of outcomes need not match the whole.
# Values run as follows: mHtt clearance | mHtt clearance grain fraction
- CC(C(=O)NC1CCCC1)N(Cc1ccco1)C(=O)c1snc(C(=O)NC2CCCC2)c1N (configuration not stated)
→ -46 | 50
- CCN(CC)C(=O)COc1cc(C)c(Cl)c(C)c1
→ -6 | 19
- CCCOc1ccc(C(=O)Nc2ccc(N3CCN(C(C)=O)CC3)cc2)cc1
→ 2 | 18
- CC(=O)N1CCc2cc(Br)cc(S(=O)(=O)NCC3CCCO3)c21 (configuration not stated)
→ 49 | 19
- COc1cc(NC(=O)Cn2nnc(-c3ccncc3)n2)cc(OC)c1
→ 6 | 29
- COC(=O)c1cc(OC)c(OC)cc1NC(=O)c1cc(C)on1
→ -40 | 28
- N#CC1=C(SCc2ccccc2)NC(=O)CC1c1cccc(O)c1 (configuration not stated)
→ -74 | 75
- CCn1nnc(NC(=O)c2cccc(-c3cc4ccccc4oc3=O)c2)n1
→ -40 | 26
- CNC(=O)N(c1ccccc1)c1ccccc1
→ 15 | 27
- O=C(NCc1ccco1)c1nc2ccccc2s1
→ -19 | 20
- O=C(Nc1ccccc1N1CCOCC1)c1cc(-c2ccco2)nc2ccccc12
→ -23 | 46
- Cc1nn(-c2ccccc2)c2c1C(c1ccncc1)C(C#N)=C(N)O2 (configuration not stated)
→ -3 | 35
- COC(=O)c1ccc2c(c1)nc(C)n2CCO
→ 28 | 12
- OC1(c2cccc(C(F)(F)F)c2)CCN(c2ccc(-c3ccccc3)nn2)CC1
→ -103 | 39
- CCc1[nH]nc2c1C(c1cccnc1)C(C#N)=C(N)O2 (configuration not stated)
→ 40 | 12
- CCOC(=O)c1cc(CC)sc1NC(=O)COC
→ 0 | 20
- Cc1ccc2c([N+](=O)[O-])c(C)ccc2n1
→ 12 | 19
- COC(=O)c1cccc(C(=O)Nc2ccc(C)cc2Br)n1
→ 21 | 31
- CN(C)c1nc2ccc(OCCN3CCCCC3)cc2s1
→ 54 | 16
- O=C(N/N=C/c1c(Nc2cccc(C(F)(F)F)c2)nc2ccccn2c1=O)c1ccccc1
→ -4 | 39
- O=C(OCC(=O)N1CCN(C(=O)c2ccco2)CC1)c1cc(-c2ccccc2)nc2ccccc12
→ 44 | 17
- CC/C(=N\NS(C)(=O)=O)c1ccccc1
→ -46 | 27
- COc1ccccc1S(=O)(=O)Cc1ccc(C(=O)NCc2ccc3c(c2)OCO3)o1
→ -55 | 75
- CCOC(=O)N1CCC(c2cc(=O)n3[nH]cc(C(=O)OC)c3n2)CC1
→ 18 | 27
- O=C(CSc1ncnc2ccccc12)N1CCN(c2ccccc2)CC1
→ u | x
- COc1cc(C(=O)NC(=S)Nc2ccc(Cl)c(C(=O)O)c2)cc(OC)c1OC
→ -7 | 33
- c1ccc(-c2nc3ccccn3c2NCc2ccc3c(c2)OCO3)cc1
→ -22 | 49
- COc1ccc(S(=O)(=O)n2cnc3cc(C)c(C)cc32)cc1C
→ -23 | 50
- CCCCOC(=O)Nc1nc2ccccc2s1
→ -42 | 51
- O=C(Nc1ccc(OC(F)F)c(Cl)c1)Nc1ccc2c(c1)OCO2
→ -75 | 29

# Of the compounds above, these have bromine.
# Values run as follows: mHtt clearance | mHtt clearance grain fraction
- CC(=O)N1CCc2cc(Br)cc(S(=O)(=O)NCC3CCCO3)c21 (configuration not stated)
→ 49 | 19
- COC(=O)c1cccc(C(=O)Nc2ccc(C)cc2Br)n1
→ 21 | 31

# Other results
# Values run as follows: mHtt clearance | mHtt clearance grain fraction
- COc1ccccc1C(OC(=O)c1cccs1)C(=O)NCc1ccco1 (configuration not stated)
→ -61 | 55
- Cc1oc2ccccc2c1-c1cn2c(n1)SCC2
→ 25 | 14
- CC1(C)Cc2ccccc2-c2nnnn21
→ -12 | 42
- CCCCC(=O)OCCNC(=O)c1cc2ccccc2oc1=O
→ -8 | 37
- CC(C)Cn1c(SCC(=O)N2CCN(S(=O)(=O)c3ccccc3)CC2)nc2ccccc21
→ -85 | 37
- CC(=O)Oc1cc2c(C(C)=O)coc2c2ccccc12
→ -20 | 21
- COc1ccc(CN2CC(C(=O)NCc3cccc(OC)c3)CC2=O)cc1 (configuration not stated)
→ -5 | 39
- COc1cc(NC(=O)C2CCCC2)c(OC)cc1Cl
→ 27 | 13
- O=C(NCc1ccccn1)c1cccs1
→ 5 | 18
- Nc1ccc2c(c1)C(=O)N(CC1CCCO1)C2=O (configuration not stated)
→ 26 | 14
- COc1cccc(-n2ccnc2SCC(=O)NCc2ccccc2)c1
→ -37 | 47
- COc1cc(NC(=O)c2ccc(COc3ccccc3Br)o2)cc(OC)c1OC
→ 31 | 12
- CCOC(=O)c1ccc2nc(NC(=O)c3ccco3)sc2c1
→ 29 | 12
- Cc1nn(C)c(Oc2cccc(Cl)c2)c1C(=O)Nc1ccc(F)cc1F
→ 6 | 28
- Cc1sc2ncnc(OCC(=O)NCc3cccs3)c2c1C
→ 12 | 19
- CC(C)(C)C(=O)NCCn1ccc2ccccc21
→ -44 | 70
- Cc1ccc(C)c(-n2c(Cc3cc(=O)[nH]c(=O)[nH]3)nnc2SCC(=O)NCC2CCCO2)c1 (configuration not stated)
→ -26 | 46
- CCOC(=O)CCCn1c(C)nc(=O)c(-c2ccccc2)c1C
→ 49 | 16
- CCOc1cc(-n2nc(C)c(C#N)c2N)nc(SC)n1
→ 48 | 11
- CC1CCN(C(=O)COC(=O)[C@H](C)NS(=O)(=O)/C=C/c2ccccc2)CC1
→ -32 | 26
- COc1ccc(Br)cc1CNC(=O)C1CCCN(S(C)(=O)=O)C1 (configuration not stated)
→ -19 | 20
- c1ccc2oc(-c3ccc(Nc4nc(N5CCCCC5)nc(N5CCOCC5)n4)cc3)nc2c1
→ 10 | 36
- COc1cccc(NC(=O)CNS(=O)(=O)c2ccc3nc(C)sc3c2)c1
→ -75 | 69
- O=C(NCc1cccs1)c1cc2ccccc2o1
→ -8 | 19
- CCOc1ccccc1NC(=O)Cc1ccccc1OC
→ 37 | 12
- Cc1ccc(-c2nn3c(C)nnc3s2)cc1NC(=O)CSc1ccc(Cl)cc1
→ -14 | 25
- CC1=C(C(=O)N2CCCCC2)C(c2cccs2)C2=C(CCCC2=O)N1 (configuration not stated)
→ -62 | 60
- COC(=O)CSc1nnc(CNC(=O)c2cccs2)n1-c1cc(OC)ccc1OC
→ -30 | 24
- COc1ccc(C2=Nn3c(nnc3-c3ccncc3)SC2)cc1
→ 18 | 17
- O=C(O)CCN=C1CCCc2ccccc2N1
→ 70 | 11

# Arranged by the number under mHtt clearance (largest number first): 4 from the list above.
structure	mHtt clearance	mHtt clearance grain fraction
O=C(O)CCN=C1CCCc2ccccc2N1	70	11
Cc1nn(C)c(Oc2cccc(Cl)c2)c1C(=O)Nc1ccc(F)cc1F	6	28
CC1CCN(C(=O)COC(=O)[C@H](C)NS(=O)(=O)/C=C/c2ccccc2)CC1	-32	26
CC(C)(C)C(=O)NCCn1ccc2ccccc21	-44	70

# Going on with the list:
# Values run as follows: mHtt clearance | mHtt clearance grain fraction
- CCOC(=O)c1cnc2ccc(C)cc2c1OCc1cc(F)cc(F)c1
→ -25 | 25
- NC(=O)c1ccc(-c2ccc(Br)cc2)o1
→ 29 | 22
- N#CC1=C2N=C(N)c3c(sc4c3CCCCC4)N2C2=C(C(=O)CCC2)C1c1ccccc1 (configuration not stated)
→ 9 | 35
- Cc1cc(NC(=O)COC(=O)C2CCN(S(=O)(=O)c3ccc(Cl)cc3)CC2)no1
→ 46 | 17
- Nc1ccc2c(C(F)(F)F)cc(=O)oc2c1
→ -9 | 20
- CCCC(C)C1C(C#N)=C(N)Oc2cc(C)oc(=O)c21 (configuration not stated)
→ -43 | 27
- CCOC(=O)c1c(N)sc2c1CCS(=O)(=O)C2
→ 30 | 30
- COc1ccc(-n2cnc3cc(N)ccc32)cc1
→ -35 | 25
- C=CCOC(=O)C1=C(C)NC(=O)NC1c1ccc(OC(=O)c2ccco2)c(OC)c1 (configuration not stated)
→ -43 | 50
- O=C(CSc1nnc(Cc2cccs2)n1C1CCCCC1)N1CCN(C(=O)c2ccco2)CC1
→ -19 | 41
- O=C(N1CCC(O)(c2cccnc2)CC1)C12CC3CC(CC(C3)C1)C2
→ 27 | 27
- COc1ccc(S(=O)(=O)N2CCC(C(=O)NCCc3ccc4c(c3)OCO4)CC2)cc1
→ 29 | 29
- Cc1cc(C(F)F)n2nc(C(=O)Nc3ccc(F)cc3F)nc2n1
→ -5 | 19
- Cc1nc2c(cnn2-c2ccccc2Cl)c(=O)n1-c1ccc(N2CCC(C)CC2)cc1
→ -17 | 37
- COc1cc2c(cc1OC)C(SC)=NC(C)(C)C2
→ 55 | 8.4
- CSc1nc(C)cc(OCC(=O)n2nc(C)cc2C)n1
→ -46 | 46
- CCCCOc1ccc(Cl)cc1CSc1nnc(C)n1N
→ -7 | 22
- CN(Cc1ccccc1)C(=O)c1cnc2n(c1=O)CCS2
→ 35 | 13
- C=C(C)COc1ccc2oc(C)c(C(=O)OCCOC)c2c1
→ -31 | 26
- CCCC(=O)N1CC2(CCC)CN(C(=O)CCC)CC(CCC)(C1)C2=O
→ 0 | 36
- COCCn1c(SCC#N)nnc1-c1ccc(OC)cc1
→ -38 | 28
- CCOC(=O)C1(CC)NC(c2ccc(N(C)C)cc2)C2C(=O)N(C)C(=O)C21 (configuration not stated)
→ 68 | 12
- Cc1ccc(C2Nc3ccc4ccccc4c3C3=C2C(=O)CC(C)(C)C3)o1 (configuration not stated)
→ 0 | 18
- COc1ccc(OCC(=O)Nc2nc3ccccc3[nH]2)cc1
→ 34 | 14
- O=C(OCC(=O)c1c[nH]c2ccccc12)C1=COCCO1
→ 30 | 13
- O=C(Nc1nnc(-c2ccccc2F)s1)C1CCCO1 (configuration not stated)
→ -95 | 35
- c1ccc(-c2nc(NCc3ccco3)c3ccccc3n2)cc1
→ -5 | 19
- CCOC(=O)c1ccc2[nH]c(C)c(C)c2c1
→ -18 | 23
- CC1CCN(c2ccccc2NC(=S)NC(=O)c2cccs2)CC1
→ 26 | 23
- CCN1C(=O)C(C(=O)Nc2ccc(OC)cc2)C2CC1(C)Oc1ccccc12 (configuration not stated)
→ -16 | 21
- Cc1ccc(/C=N/NC(=O)CSCc2ccc(Cl)cc2)cc1
→ 23 | 26
- CCOC(=O)Nc1ccc(C)cc1NC(=O)OCC
→ -17 | 51
- CC(C)n1cnc2cc(NCc3ccco3)ccc21
→ 25 | 30
- CCOC(=O)c1sc(-n2[nH]c(C)cc2=O)nc1C
→ 5 | 33
- CC1CCN(c2c(NCc3ccc(C(=O)N4c5ccccc5CC4C)cc3)c(=O)c2=O)CC1 (configuration not stated)
→ -97 | 66
- CSc1nc2ccccc2n1CC(=O)Nc1c(C)cccc1C
→ 14 | 17
- CCOC(=O)C1C(=O)CC(C)(O)C(C(=O)OCC)C1c1ccccc1 (configuration not stated)
→ 40 | 12
- CCC(C(=O)NC1CCCC1)N(Cc1ccc2c(c1)OCO2)C(=O)c1snc(C(N)=O)c1N (configuration not stated)
→ -1 | 22
- O=C(Nc1nnc(-c2ccccc2Cl)o1)c1nc2ccccc2s1
→ 5 | 45
- [O-][n+]1onc2c3cc(-c4ccccc4)nnc3ccc21
→ 25 | 30
- CCOC(=O)Cc1csc(NC(=O)CCc2ccc(S(=O)(=O)N3CCOCC3)cc2)n1
→ -26 | 46
- O=C(NCc1ccccn1)C(C(=O)c1ccc(F)cc1)n1ccccc1=O (configuration not stated)
→ 22 | 36
- COC(=O)c1ccc(NC(=O)CN(c2ccc(OC)cc2)S(C)(=O)=O)cc1
→ -1 | 17
- Cc1cc(Cl)ccc1OCC(=O)NCCC(=O)O
→ 29 | 28
- CCCCOc1ccc(/C(O)=C2/C(=O)C(=O)N(CCCOC)C2c2ccncc2)cc1C (configuration not stated)
→ 16 | 15
- Cc1ccc(-n2c(C)nc3c(cnn3-c3ccc(F)cc3)c2=O)cc1
→ 6 | 19
- CCCN(CCC)C(C(=O)Nc1cccc(OC)c1)c1ccccc1 (configuration not stated)
→ 14 | 33
- CCOc1cc(N2CCOCC2)c(OCC)cc1NC(=O)COC(=O)c1cc(C)oc1C
→ -73 | 52
- COc1ccccc1NC(=O)CSc1nnc(Cn2nnc(-c3ccccc3)n2)n1-c1ccccc1
→ -24 | 24
- O=C(Nc1cccnc1)c1noc2c1CCCCC2
→ 1 | 20
- COc1ccc(CCN2C(=O)C3CC=C(C)CC3C2=O)cc1OC (configuration not stated)
→ -25 | 22
- CC1=CC2=C(OC1N(C)C)c1cccc3cccc(c13)C2=O (configuration not stated)
→ 36 | 12
- Cc1cccc(OC(=O)CN2C(=O)C3C4CCC(C4)C3C2=O)c1C (configuration not stated)
→ -36 | 53
- O=C(CSc1nnc2scc(-c3ccccc3)n12)NCc1ccc2c(c1)OCO2
→ -18 | 20
- Cc1cc(C(F)(F)F)nc(SCC(=O)c2cccc([N+](=O)[O-])c2)n1
→ -23 | 48
- CC1CCN(c2nc3ccccc3nc2C(C#N)C(=O)OC2CCCCC2)CC1 (configuration not stated)
→ 33 | 25
- O=C(Nc1nc2ccccc2n1CCOc1ccc(Cl)cc1)c1ccco1
→ -15 | 57
- Clc1ccc(NCc2nncn2-c2ccccc2)cc1
→ 20 | 28
- CCCC1C(c2ccccc2)C(C#N)(C#N)C2(C#N)CC1(N)NC2=O (configuration not stated)
→ -38 | 29
- COc1cccc(C(C(=O)NC2CCCCC2)N(C(=O)c2ccco2)c2ccc(-n3cnnn3)c(C)c2)c1 (configuration not stated)
→ 13 | 16

# (listing goes on)
# Values run as follows: mHtt clearance | mHtt clearance grain fraction
- Cn1c(/C=N/NC(=O)c2ccccc2)nc2ccccc21
→ 58 | 16
- CCOC(=O)CN1C(=O)c2ccccc2C1=O
→ 18 | 16
- CC(C)Oc1cccc(C(=O)Nc2ccc(CN3CCOCC3)cc2)c1
→ -11 | 21
- CN(C)S(=O)(=O)c1ccc(C(=O)OCn2nnc3ccccc3c2=O)cc1
→ 62 | 16

# A draw from above in order of heavy-atom count, lowest first.
# Values run as follows: mHtt clearance | mHtt clearance grain fraction
- N#CC1=C(SCc2ccccc2)NC(=O)CC1c1cccc(O)c1 (configuration not stated)
→ -74 | 75
- CC1=C(C(=O)N2CCCCC2)C(c2cccs2)C2=C(CCCC2=O)N1 (configuration not stated)
→ -62 | 60
- c1ccc(-c2nc3ccccn3c2NCc2ccc3c(c2)OCO3)cc1
→ -22 | 49
